High-throughput results: PubChem BioAssay, National Center for Advancing Translational Sciences (NCATS)
HCV inhibitor: qHTS Assay for Inhibitors of Hepatitis C Virus (HCV); Huh7.5.1 HCVcc-Cre infection, luciferase reporter, 44 h; Potency, µM (highest dose often 41.8 µM), for inactives: at the top dose activity change, negative = inhibition, most hits filed as inhibitors; 340,000 tested, 3.4% active; AID 651820, 2012; further: potency means the concentration at half of the fitted maximal effect; on the % scale 0 is the no-effect control and ±100 the full control effect
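A cell-based infection assay in which seeded cells (1,000 per well) receive test compound after 4 h, are inoculated with HCVcc-Cre at approximately 0.5 moi, and are incubated 44 h before luminescence detection.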
Pf growth 48h: Primary qHTS for delayed death inhibitors of the malarial parasite plastid, 48 hour incubation. P. falciparum luciferase growth in erythrocytes, 48 h. Potency, µM (highest dose often 28.7 µM), for inactives: top-dose activity change, negative = inhibition, usual class: inhibitors. 310,000 tested, 5.9% active; further: potency means the concentration at half of the fitted maximal effect; on the % scale 0 is the no-effect control and ±100 the full control effect
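Read-out is firefly luciferase luminescence from an integrated reporter in P. falciparum, so falling signal marks reduced parasite growth. Infected erythrocytes were at 2% hematocrit and 0.1% parasitemia (final) in Albumax-supplemented RPMI 1640.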
Shiga toxin inh: A qHTS for Small Molecule Inhibitors of Shiga Toxin. Vero cells, Shiga toxin protein synthesis inhibition reporter. inhibition, % at 38.7 µM. 290,000 tested, 9.2% active. AID 2315, 2010; in the data active means inhibition mostly above about 28%, no sharp cut-off; inactive means mostly below about 43%; further: 0% is about no effect
Tb PYK inh: qHTS of Trypanosoma Brucei Inhibitors; 410,000 tested, 0.12% active; TbPYK enzyme, Kinase-Glo Plus ATP luminescence, 45 min; pyruvate kinase (Trypanosoma brucei), Q57TT1; Potency, µM (series often up to 76.8 µM), without a hit: top-dose activity, negative = inhibition, actives largely listed as inhibitors; AID 624173, 2012; further: potency means the concentration at half of the fitted maximal effect; on the % scale 0 is the no-effect control and ±100 the full control effect; nearly all actives have a fitted effect of over 50% in size
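Luminescence from Kinase-Glo Plus, added after a 45-minute room-temperature reaction, served as the end-point read-out. The enzyme and substrate were preincubated with compound before ADP (130 uM final) initiated turnover. Concentration-effect curves came from normalized qHTS data.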
CHX counter: Cycloheximide Counterscreen for Small Molecule Inhibitors of Shiga Toxin | cell reporter, cycloheximide protein synthesis inhibition counterscreen | max response, % | 300,000 tested, 12% active; in the data active means max response mostly above about 13%, no sharp cut-off; inactive means mostly below about 14%; further: read at 38.3 µM for the half of the compounds with a filed dose; 0% is about no effect
Pf growth 96h: Primary qHTS for delayed death inhibitors of the malarial parasite plastid, 96 hour incubation. P. falciparum luciferase reporter growth, 96 h. Potency, µM (series often up to 28.7 µM), inactives show at the top dose activity change, negative = inhibition, most hits filed as inhibitors. 320,000 tested, 6.9% active. AID 504834, 2011; further: potency means the concentration at half of the fitted maximal effect; on the % scale 0 is the no-effect control and ±100 the full control effect
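Compounds incubated with erythrocytes infected by luciferase-expressing P. falciparum (2% hematocrit, 0.05% parasitemia final) for 96 hours, 37 C in 5% CO2. Growth inhibition scored as decreased luciferase luminescence.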
LmPK inh: qHTS Assay for Inhibitors of Leishmania Mexicana Pyruvate Kinase (LmPK). 290,000 tested, 0.37% active. AID 1721, 2009. Q27686. purified LmPK, Kinase-Glo ATP luminescence, 1 h. Potency, µM (top dose mostly 57.5 µM), inactives show at the highest dose activity change, negative = inhibition, usual class: inhibitors; further: potency means the concentration at half of the fitted maximal effect; on the % scale 0 is the no-effect control and ±100 the full control effect
Target sequence (Q27686 whole entry, looked up): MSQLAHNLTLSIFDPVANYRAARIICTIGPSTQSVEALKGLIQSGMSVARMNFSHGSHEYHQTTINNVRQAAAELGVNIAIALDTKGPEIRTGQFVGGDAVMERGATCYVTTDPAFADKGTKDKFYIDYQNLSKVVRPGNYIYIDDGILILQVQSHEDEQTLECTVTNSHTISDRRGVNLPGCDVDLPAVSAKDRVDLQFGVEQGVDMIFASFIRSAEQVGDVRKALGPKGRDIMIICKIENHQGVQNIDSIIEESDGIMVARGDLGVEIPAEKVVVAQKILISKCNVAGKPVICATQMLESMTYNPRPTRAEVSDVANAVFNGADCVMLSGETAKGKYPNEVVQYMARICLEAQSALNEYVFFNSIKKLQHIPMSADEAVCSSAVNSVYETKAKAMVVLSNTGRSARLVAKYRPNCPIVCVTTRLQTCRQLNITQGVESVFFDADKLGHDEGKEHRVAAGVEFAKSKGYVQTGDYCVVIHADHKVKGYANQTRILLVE
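qHTS format; LmPK 0.1 nM; substrates PEP 0.5 mM and ADP 0.1 mM. One-hour room-temperature incubation, then coupled luciferase luminescence; 0.5 nM enzyme wells mark activation.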
* = called active by the depositor; ? = inconclusive; / = no result given; + = active, no number; & = joins results of further samples; [ ] = dose if it differs, or a comment. Unless noted, the call rests on the fitted dose curve; in most records, active means well fitted curve in the direction sought with a large enough effect; inconclusive means small, poorly fitted or top-dose-only effect, or another doubt; inactive means no such curve, though single readings can be large; an effect the other way counts as inactive or inconclusive. Rows were taken by chance; about 24% have a hit in one of these screens.

SMILES	HCV inhibitor	Pf growth 48h	Shiga toxin inh	Tb PYK inh	CHX counter	Pf growth 96h	LmPK inh
CCn1ncc(C2=NOC(C(=O)Nc3cccc(C(C)=O)c3)C2)c1C (configuration not stated)	?	-12%	-11	-1%	-2	41%[activator]	-1%
CN(CC(=O)Nc1cccc(F)c1)C(=O)c1cccnc1Sc1ccccc1Cl	-18%	?	/	-4%	/	21%	/
Cc1nc2cc(-c3ccccc3)nn2c(C)c1CCC(=O)N1CCC2(CC1)OCCO2	-2%	?	9	4%	0	2%	-8%
CCn1ncc(Br)c1C(=O)Nc1ccccc1C(F)(F)F	9%	14%	19	0%	1	?	0%
COCCn1c(SC(C)C(=O)Nc2ccc(N3CCOCC3)cc2)nnc1-c1ccncc1 (configuration not stated)	9%	10%	/	-1%	/	72%[activator]	/
COc1ccc2c(c1OC)C(=O)N1C2SC[C@H]1C(=O)NC1CC(C)(C)NC(C)(C)C1 (some centres not stated)	-19%&8%	0%	-2	-1%	-3	1%	6%
O=C(c1ccccc1)N1CCN(c2ccc(N3CCOCC3)nn2)CC1	9%	?	/	-22%	/	-10%	/
COCCCNC(=O)c1cc(C(=O)c2ccccc2Br)c[nH]1	8%	?	-12	1%	1	?	1%
COC(=O)C1=C(NC(=O)c2cccc(OC)c2)CCS1	-14%	20%	-4	1%	-2	4.1µM*	-1%
COc1cc(Cl)ccc1OCc1cc(C(=O)N2CCN(c3ccccn3)CC2)no1	?	11%	17	-1%	12	-10%	0%
Brc1ccc(-c2nc(-c3ccccn3)no2)o1	-1%	188%[activator]	-6	-13%	14*	?	32µM*
COc1ccc(Cl)cc1-n1c(N)c(C(N)=O)sc1=S	18%	?	-4	-11%	-4	17%	0%
CCOCC(=O)Nc1nnc(C2CCCCC2)s1	-17%	100%[activator]	46*	-7%	36*	-1%	-2%
O=C(COc1ncnc2ccccc12)NCCc1ccccc1	-4%	41%[activator]	-7	-4%	5	4%	-12%
Cc1ccc(C(=O)N2CCN(c3ccccn3)CC2)cc1	5%	-17%[5.75 µM]	2	4%	-3	40%[activator]	1%
CO/N=C(\C(=O)N[C@@H]1C(=O)N2C(C(=O)[O-])=C(C[N+]3(C)CCCC3)CS[C@@H]12)c1csc(N)n1	/	-3%	/	-1%	/	-4%	/
COc1cc2c(cc1OC)CN(CCC(=O)c1ccc(Br)cc1)CC2	2%	-7%	-16	-4%	6	2%	3%
CC(=O)Nc1ccc(NC(=O)CSc2nnc(-c3ccco3)o2)cc1	2%	16%	7	0%	6	?	1%
O=C(Oc1ccc2c(c1)OCO2)C12CC3CC(CC(C3)C1)C2	5%	26%	3	2%	2	44%[activator]	-7%
COc1ccc(-c2nc3n(c(=O)c2C#N)CCS3)c(OC)c1	12%	2%	-8	-4%	-4	37%[activator]	6%
COc1ccccc1NC(=O)CSCC(=O)N1c2ccccc2CCc2ccccc21	25µM*	?	-12	-16%	-2	5.9µM*	4%
COc1ccc(CCNC(=O)COc2nncc3ccccc23)cc1	1%	-11%	2	1%	0	29%	1%
COc1ccc2cc(C(=O)C3CCCN(C(=O)C4=NN(C)C(=O)CC4)C3)ccc2c1 (configuration not stated)	-6%	0%	3	-2%	20*	5.2µM*	-1%
Cc1cc(C(=O)COC(=O)CC2Sc3ccccc3NC2=O)c(C)n1-c1ccc(Br)cc1 (configuration not stated)	6%	-27%	42	-4%	26	?	2%
CC1(C)CC(=O)C(CCC(=O)c2ccccc2)C(C)(C)N1 (configuration not stated)	-4%	-1%	-5	3%	-3	10%	-1%

Laid out differently: results already given.
compound | HCV inhibitor | Pf growth 48h | Shiga toxin inh | Tb PYK inh | CHX counter | Pf growth 96h | LmPK inh
COc1ccc(Cl)cc1-n1c(N)c(C(N)=O)sc1=S | 18% | ? | -4 | -11% | -4 | 17% | 0%
CCOCC(=O)Nc1nnc(C2CCCCC2)s1 | -17% | 100%[activator] | 46* | -7% | 36* | -1% | -2%
O=C(COc1ncnc2ccccc12)NCCc1ccccc1 | -4% | 41%[activator] | -7 | -4% | 5 | 4% | -12%
Cc1ccc(C(=O)N2CCN(c3ccccn3)CC2)cc1 | 5% | -17%[5.75 µM] | 2 | 4% | -3 | 40%[activator] | 1%
CO/N=C(\C(=O)N[C@@H]1C(=O)N2C(C(=O)[O-])=C(C[N+]3(C)CCCC3)CS[C@@H]12)c1csc(N)n1 | / | -3% | / | -1% | / | -4% | /
COc1cc2c(cc1OC)CN(CCC(=O)c1ccc(Br)cc1)CC2 | 2% | -7% | -16 | -4% | 6 | 2% | 3%
CC(=O)Nc1ccc(NC(=O)CSc2nnc(-c3ccco3)o2)cc1 | 2% | 16% | 7 | 0% | 6 | ? | 1%
O=C(Oc1ccc2c(c1)OCO2)C12CC3CC(CC(C3)C1)C2 | 5% | 26% | 3 | 2% | 2 | 44%[activator] | -7%
COc1ccc(-c2nc3n(c(=O)c2C#N)CCS3)c(OC)c1 | 12% | 2% | -8 | -4% | -4 | 37%[activator] | 6%
COc1ccccc1NC(=O)CSCC(=O)N1c2ccccc2CCc2ccccc21 | 25µM* | ? | -12 | -16% | -2 | 5.9µM* | 4%
COc1ccc(CCNC(=O)COc2nncc3ccccc23)cc1 | 1% | -11% | 2 | 1% | 0 | 29% | 1%
COc1ccc2cc(C(=O)C3CCCN(C(=O)C4=NN(C)C(=O)CC4)C3)ccc2c1 (configuration not stated) | -6% | 0% | 3 | -2% | 20* | 5.2µM* | -1%
Cc1cc(C(=O)COC(=O)CC2Sc3ccccc3NC2=O)c(C)n1-c1ccc(Br)cc1 (configuration not stated) | 6% | -27% | 42 | -4% | 26 | ? | 2%
CC1(C)CC(=O)C(CCC(=O)c2ccccc2)C(C)(C)N1 (configuration not stated) | -4% | -1% | -5 | 3% | -3 | 10% | -1%

(cont.)
SMILES	HCV inhibitor	Pf growth 48h	Shiga toxin inh	Tb PYK inh	CHX counter	Pf growth 96h	LmPK inh
CC(=O)n1cc([C@H]2C=C(C(=O)NCc3ccccc3)O[C@@H](OCc3ccc(CO)cc3)C2)c2ccccc21	?	?	30	-10%	9	2.1µM*	3%
CCOP(=O)(OCC)C1(C(=O)O)CCCC1	18%	11%	10	-4%	-1	17%	-4%
CCN(CC(=O)Nc1ccc(S(N)(=O)=O)cc1)S(=O)(=O)c1cc(C)ccc1OC	2%&7%	-13%	-5	-7%	-4	-4%	-8%
O=C(COC(=O)Cc1ccccc1[N+](=O)[O-])NCc1ccccc1Cl	8%	-6%	-5	-2%	-1	-8%	1%
NNC(=O)C1CC(O)CN1S(=O)(=O)c1ccc(Cl)cc1 (configuration not stated)	-1%	?	-4	-2%	-2	80%[activator]	-1%
CC(=O)N1CCN(C(=S)c2ccc([N+](=O)[O-])cc2)CC1	8%	?	-9	-13%	-2	-1%	1%
COC(=O)/C=C/C(=O)NCc1ccco1	21%	-12%	19	-10%	-2	8%	-2%
CCCC(C(=O)NCCC(C)C)N(Cc1ccc(OC)cc1)C(=O)c1snc(C(N)=O)c1N (configuration not stated)	-29%	?	-2	-2%	-1	-10%	6%
CC1(C)N=C(N)NC(Nc2ccc(Br)cc2)=N1	-1%	5.2µM*	-16	-2%	7	/	3%
Cc1ccc(CN2CCN(CC(=O)NCCCN3CCN(c4ccc(F)cc4)CC3)C2=O)cc1	8.9µM*	?	35	-3%	1	?	-3%
CC1(C)CC(=O)C=C(CN2C(=O)c3ccccc3C2=O)C1=O	-15%	22%	/	-2%	/	25%	/
Cc1ccc(C(=O)NCc2ccco2)cc1[N+](=O)[O-]	7%	-1%	-7	-2%	10	29%	-1%
CCOC(=O)Cc1nnc2c(Nc3ccccc3F)nc3nonc3n12	?	2%	-5	-3%	-3	-13%	2%
C[N+]1(CC(=O)OCCCC2CCCCC2)CCCC1	17%	?	-5	-13%	-3	?	-1%
Cc1ccc(N2CCN(C(=S)Nc3ccccc3C)CC2)cc1	12%	11%	/	-11%	-4	-4%	3%
COc1ccc(NS(=O)(=O)c2cccc(C(=O)N/N=C(\C)c3ccncc3)c2)cc1	15%	?	-4	0%	-3	?	2%
CC1CC(=O)C2=C(C1)Nc1ccccc1N=C2 (configuration not stated)	10%	/	-21	-1%	-3	11%	-3%
CC(Nc1nc(N2CCN(CCO)CC2)nc2ccccc12)c1ccccc1 (configuration not stated)	-16%	?	1	-11%	11	-43%	-1%
COCCCNCCOCCOc1ccc(C)cc1[N+](=O)[O-]	-5%	13%	-12	24%	-1	60%[activator]	3%
Cn1c(=O)n(CCN2CCOCC2)c(=O)c2c1nc1n2CCCN1c1ccccc1	/	-2%	6	/	-3	?	2%
CCOc1ccc(NC(=O)CN(C)C(=O)c2cc(C)nc3ccccc23)cc1OCC	?	15µM*	/	-10%	/	?	/
C/C(=N\Nc1ccc(Cl)c(C(=O)O)c1)c1cc2ccccc2o1	4%	95%[activator]	+	-1%	80*	-3%	2%
COc1ccc(C(=O)Oc2ccc(/C=N/NC(=O)c3ccccc3OC)cc2[N+](=O)[O-])cc1	24%	11%	-5	5%	0	-2%	2%
CC1=C(C(=O)Nc2ccccc2C(=O)NCCCOC(C)C)SCCO1	-5%	0%	-11	8%	-1	4.1µM*	-2%
COc1ccc(NC(=O)c2ccc3nc[nH]c3c2)cc1	10%	3%	62*	-8%	38*	-5%	-1%

Looked up one by one from above (3):
SMILES	HCV inhibitor	Pf growth 48h	Shiga toxin inh	Tb PYK inh	CHX counter	Pf growth 96h	LmPK inh
NNC(=O)C1CC(O)CN1S(=O)(=O)c1ccc(Cl)cc1 (configuration not stated)	-1%	?	-4	-2%	-2	80%[activator]	-1%
CC1=C(C(=O)Nc2ccccc2C(=O)NCCCOC(C)C)SCCO1	-5%	0%	-11	8%	-1	4.1µM*	-2%
Cc1ccc(C(=O)NCc2ccco2)cc1[N+](=O)[O-]	7%	-1%	-7	-2%	10	29%	-1%

(continued)
SMILES	HCV inhibitor	Pf growth 48h	Shiga toxin inh	Tb PYK inh	CHX counter	Pf growth 96h	LmPK inh
CN1CCN(S(=O)(=O)c2cccc(C(=O)Nc3cc(C(F)(F)F)ccc3N3CCCCC3)c2)CC1	?	?	/	-2%	/	?	/
COc1ccc(Oc2c(C)oc3cc(OC(=O)N4CCOCC4)ccc3c2=O)cc1	0%&1%	-28%	-9	-2%	-1	/	-1%
COn1c(-c2ccc(C)cc2)nc2ncccc21	-11%	-1%	30	-13%	21*	-14%	-8%
COc1ccc(CCNC(=O)C(=O)NCC2OCCN2S(=O)(=O)c2cccs2)cc1 (configuration not stated)	1%	-2%	-7	-2%	-2	-11%	-3%
N#Cc1cc([N+](=O)[O-])cnc1N(CCO)CCO	7%	10%	-12	-1%	-3	51%[activator]	-2%
CSc1ccccc1NC(=O)c1ccc(N2CCCC2=O)cc1	-24%	173%[activator]	/	3%	/	216%[activator]	/
COc1ccccc1NCCC(=O)OCC(=O)NC1CCCC(C)C1C (configuration not stated)	8%	12%	-7	-7%	11	17%	-2%
CCCNC(=O)c1ccc(N2CCC3(CC2)CC(c2cccc(Br)c2)=NO3)c(NC(=O)c2ccc(Cl)c([N+](=O)[O-])c2)c1	26%	?	/	1%	/	-5%	/
